Fam108B inh: Fam108B inhibition, counter-screen for RBBP9 inhibitors; recombinant Fam108B, FP-Rh probe fluorescence polarization; inhibition, % at 9.51 µM; hit rate 0.33% among 300,000;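 active = inhibition above the screen mean inhibition plus 3 SD, computed separately per campaign, cut at about 18% in these data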;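 also: inhibitors lower polarization as less probe binds the enzyme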
BCLXL inh: blocks human Bcl-xL binding to Bim BH3 peptide. Q07817. GST-Bcl-xL / FITC-Bim BH3 peptide fluorescence polarization. inhibition, % at 10.9 µM. hit rate 0.7% among 320,000;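 active = inhibition above the mean of all tested compounds plus 3 SD, cutoff set per campaign, cut at about 30% in these data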;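 also: 0% = DMSO wells and 100% = unlabeled Bim-BH3 peptide competitor; inhibitors lower millipolarization by displacing the labeled peptide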
Target sequence (Q07817 whole entry, looked up): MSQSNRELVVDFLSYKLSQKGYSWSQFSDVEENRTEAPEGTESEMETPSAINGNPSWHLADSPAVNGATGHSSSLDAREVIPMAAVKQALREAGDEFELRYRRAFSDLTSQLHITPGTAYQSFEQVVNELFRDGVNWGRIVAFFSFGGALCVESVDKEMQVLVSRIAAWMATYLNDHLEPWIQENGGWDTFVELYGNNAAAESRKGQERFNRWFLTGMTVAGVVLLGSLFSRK
TPT1 inh: blocks Candida albicans tRNA 2'-phosphotransferase; recombinant caTPT1, FP RNA substrate dephosphorylation; inhibition, % at 5 µM; hit rate 0.81% among 300,000;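 active = inhibition above the mean of all tested compounds plus 3 SD, set per screening campaign, cut at about 24% in these data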;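 also: plate controls were DMSO alone for no effect and ferristatin control at 100 nM for full effect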
MCL1 BIM primary: MCL1-BIM-BH3 interaction inhibition (human) | hit rate 0.68% among 320,000 | GST-MCL1 / FITC-Bim-BH3 fluorescence polarization | Q07820 | inhibition, % at 10.9 µM;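 active = inhibition above the mean inhibition of all tested compounds plus 3 SD, set per campaign, cut at about 40% in these data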;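 also: 0% = DMSO wells and 100% = unlabeled Bim-BH3 peptide control; higher means more loss of mP so more displacement of Bim peptide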
PAD4 FP inh: PAD4 (human) enzyme inhibition; recombinant PAD4, RCA probe fluorescence polarization; AID 485272; inhibition, % at 6.36 µM; hit rate 0.41% among 330,000;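 active = percent inhibition above a cutoff equal to the mean of all tested compounds plus 3 SD, cut at about 15% in these data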;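 also: 0% = PAD4 with RCA probe and DMSO and 100% = probe without PAD4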
MEX-5 binding: C. elegans MEX-5 TCR-2 RNA binding activity | MEX-5/FITC-TCR2 RNA binding, fluorescence polarization; stronger effect = lower value | activity score (negative = inhibition of binding), % at 10 µM | hit rate 0.38% among 300,000 | AID 1832;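 active = inhibition past about -25% in most replicates, and total fluorescence under double the plate's negative control median, limit read from the data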;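 also: 0% = DMSO and -100% = 5 µM competing unlabeled TCR2 RNA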
PME-1 primary: blocks human protein phosphatase methylesterase 1 | Q9Y570 | recombinant PME-1, FP-Rh probe fluorescence polarization | inhibition, % at 5.9 µM | hit rate 0.53% among 320,000 | AID 2130;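 active = inhibition above the campaign mean of all compounds plus 3 SD, cut at about 26% in these data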;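 also: competitive labeling of PME-1 active site by serine hydrolase directed probe; 0% = PME-1 with DMSO and 100% = wells lacking PME-1 enzyme; inhibitors block probe labeling so polarization falls and inhibition rises; many of its hits are not listed in these tables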
Target sequence (Q9Y570 whole entry, looked up): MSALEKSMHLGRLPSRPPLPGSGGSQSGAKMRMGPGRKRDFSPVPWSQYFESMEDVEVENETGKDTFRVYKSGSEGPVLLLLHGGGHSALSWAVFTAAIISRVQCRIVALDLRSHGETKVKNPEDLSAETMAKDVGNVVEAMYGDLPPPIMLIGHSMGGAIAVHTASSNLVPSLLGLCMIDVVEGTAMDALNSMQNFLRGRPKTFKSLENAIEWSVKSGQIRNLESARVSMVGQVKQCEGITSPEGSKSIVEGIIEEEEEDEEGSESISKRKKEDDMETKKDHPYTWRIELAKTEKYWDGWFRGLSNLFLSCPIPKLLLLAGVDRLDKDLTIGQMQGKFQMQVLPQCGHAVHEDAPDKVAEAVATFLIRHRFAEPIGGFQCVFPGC
GSTO1 inh: GSTO1 inhibition, counter-screen for RBBP9 inhibitors | P78417 | recombinant GSTO1, activity-based probe fluorescence polarization | inhibition, % at 5.96 µM | hit rate 1.1% among 300,000 | AID 1974;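 active = inhibition above the campaign mean inhibition plus 3 SD, cut at about 35% in these data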;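 also: 0% = GSTO1-1 with DMSO and 100% = wells lacking GSTO1-1 enzyme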
Target sequence (P78417 whole entry, looked up): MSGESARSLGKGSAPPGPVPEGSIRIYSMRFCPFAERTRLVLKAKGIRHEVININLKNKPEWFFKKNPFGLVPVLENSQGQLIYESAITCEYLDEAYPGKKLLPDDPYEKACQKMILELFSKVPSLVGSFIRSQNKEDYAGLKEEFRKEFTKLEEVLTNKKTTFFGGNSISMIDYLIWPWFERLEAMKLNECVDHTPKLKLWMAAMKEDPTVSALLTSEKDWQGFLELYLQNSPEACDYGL
GLD-1 TGE inh: GLD-1-TGE RNA interaction inhibition (C. elegans) | hit rate 0.44% among 320,000 | Q17339 | inhibition, % at 5.96 µM | purified GLD-1 + fluorescein TGE RNA, fluorescence polarization | AID 2280;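 active = percent inhibition above a per-plate cutoff, the plate mean of test compounds plus 3 SD, cut at about 30% in these data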;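 also: 0% = DMSO wells with GLD-1 and probe and 100% = wells lacking GLD-1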
* hit, by the source's call; . = no result given. The list is partial (hit frequency here may not be typical).

Value order: Fam108B inh	BCLXL inh	TPT1 inh	MCL1 BIM primary	PAD4 FP inh	MEX-5 binding	PME-1 primary	GSTO1 inh	GLD-1 TGE inh
CC1CCC(NC(=O)c2cc3ccccc3cc2O)CC1 (configuration not stated)
→ .	1	.	-2	2	.	-3	.	0
CN(C)C(CNC(=O)CN1C(=O)NC2(CCCC2)C1=O)c1ccccc1 (configuration not stated)
→ .	-1	.	13	-1	.	-4	.	8
N/C(=N\OC(=O)Nc1cccc(C(F)(F)F)c1)c1ccno1
→ 0	2	-1	3	0	-2.4	1	-5	2
O=C1C2ON(c3ccccc3)C(c3ccccc3F)C2C(=O)N1c1ccccc1 (configuration not stated)
→ 1	4	-3	14	-2	1.9	-5	8	6
O=C(N/N=C\c1cccs1)c1ccccc1-n1cccc1
→ 5	8	-2	6	-5	-0.9	6	2	5
COc1ccc(OC)c(NC(=O)CNC(=O)c2cccs2)c1
→ -1	4	-2	3	-1	0.1	2	5	-3
O=C(O)/C=C\c1cccc(-n2cnnn2)c1
→ 3	-2	0	-1	-4	0.8	3	3	3
COC(=O)c1cc(OC)c(OC)cc1NC(=S)Nc1cccc(Cl)c1
→ 5	1	-2	-3	-5	0.5	5	-5	5
CC(=O)Nc1ccc(-c2nc3c(C)cccc3[nH]2)cc1
→ 5	10	-2	0	-2	1.4	-2	-6	5
O=c1cc(N2CCN(c3ccccc3)CC2)[nH]c(=O)n1Cc1ccc(F)cc1
→ -4	5	-1	6	5	-0.8	4	2	13
Cn1c(=O)c(=O)n(C)c2cc([N+](=O)[O-])c([N+](=O)[O-])cc21
→ 5	-5	1	-5	-4	-0.4	5	12	2
Cc1nnc(SC(C)C(=O)Nc2ccc(Cl)cn2)n1Cc1ccccc1 (configuration not stated)
→ 5	6	-1	4	1	2.2	7	4	1
CCOC(=O)Cc1csc(NC(=O)CSc2nnc(-c3ccc(OC)cc3)n2C)n1
→ 4	2	-2	6	6	2.6	3	0	5
COc1ccc(N2CCN(C3CC(=O)NC3=O)CC2)cc1 (configuration not stated)
→ 0	5	-1	4	2	-1.1	2	0	5
CN(CC(=O)Nc1ccc(F)c(F)c1F)C(=O)c1ccc(-n2cncn2)cc1
→ .	5	.	8	-1	.	2	.	3
O=c1c(Cl)c(NCCCO)cnn1-c1nc2ccccc2[nH]1
→ 0	4	1	-4	-2	0.8	1	6	-11
Cc1ccc(C)c(S(=O)(=O)N2CCCC2CNC(=O)C(=O)NC2CCCC2)c1 (configuration not stated)
→ -1	8	4	1	-1	2.4	-7	-7	0
O=C(N/N=C/c1ccncc1)C1CC1(c1ccccc1)c1ccccc1 (configuration not stated)
→ 4	5	0	-1	1	-0.2	9	-2	1
CCCC(C)NC(=O)c1cc(Cl)ccc1OC (configuration not stated)
→ -2	10	-5	-1	-3	2.2	-6	-3	4
N/C(=N\OS(=O)(=O)c1ccc(Br)cc1)c1ccncc1
→ 2	-7	1	-17	-1	-0.4	7	-3	4
C/C(=N\Nc1nc2ccccc2s1)c1ccc(Br)s1
→ -3	6	1	6	1	-3.2	51*	-2	-5
O=S(=O)(c1ccccc1F)N1CCN(CC(O)c2ccccc2)CC1 (configuration not stated)
→ 8	5	-2	1	-2	-2.4	3	4	-10
O=C(NCC1CCCO1)c1cc2ccccc2oc1=O (configuration not stated)
→ 1	3	-1	1	-11	-1.1	6	1	-3
O=S(=O)(Nc1cccnc1Cl)c1ccc(F)cc1
→ 9	8	-3	0	-6	1.9	1	-5	6
Cc1cccc(NC(=S)NCC(c2cccnc2)N(C)C)c1 (configuration not stated)
→ -3	2	0	8	0	1.1	3	2	4
COC(=O)c1cc(NC(=O)c2cccnc2)ccc1N1CCOCC1
→ 0	5	0	9	1	-0.1	5	-5	-2
O=C(OCC(=O)C12CC3CC(CC(C3)C1)C2)c1ccccn1
→ -3	7	0	6	3	-3.1	7	2	1
O=C(O)C1CN(c2nc(Cl)ccc2[N+](=O)[O-])C1
→ 0	3	-2	4	-5	1.6	-1	15	4
CCCCC(=O)Nc1ccc(C(=O)NNC(=S)NC(=O)c2ccco2)cc1
→ 3	12	-8	8	-6	-11	5	21	2
O=C(CC(C(=O)O)C1CCCO1)NCc1ccccc1 (configuration not stated)
→ 2	2	-1	4	-8	1.1	-1	4	-3
O=Cc1cc2cc3c(cc2nc1Cl)OCCO3
→ -2	3	-3	1	3	0.5	-3	-3	6
COc1ccc(-n2nc(C(=O)NCC(=O)Nc3cc(OC)ccc3OC)c3ccccc3c2=O)cc1
→ 0	2	1	0	-3	5.7	4	-7	5
O=C(NCCc1ccccn1)C1CCCN(S(=O)(=O)Cc2ccccc2)C1 (configuration not stated)
→ -1	1	-3	3	-2	0.3	-4	0	11
CCOC(=O)Cc1nnc(NC(=O)CSc2ccccc2)s1
→ 2	0	6	12	-10	0.8	-4	-10	0
Cc1cc(C)n(-c2cc(C)c(C)cc2Br)n1
→ -1	-1	-1	-6	0	2.6	1	-2	-5
COc1ccc(-c2cc3ncccc3cn2)cc1
→ .	-1	.	0	1	.	3	.	-7
COc1ccc(NS(=O)(=O)c2ccc(NC(=O)c3ccc(N(C)S(C)(=O)=O)cc3)cc2)c(OC)c1
→ 2	6	-1	5	-3	0.3	1	0	5
COc1ccc(CCNC(=O)C(=O)NCC2OCCN2S(=O)(=O)c2cccs2)cc1OC (configuration not stated)
→ -11	-1	2	4	-1	1.3	2	1	11
CCSc1sc(CC)cc1C=O
→ -2	4	-2	9	-4	1.1	0	-3	0
CCOC(=O)c1oc2ccccc2c1CN1CCN(c2ccccc2)CC1
→ 1	7	0	8	0	-1.5	2	-5	-1
CCOc1ccc(NC(=S)NC23CN4CN(CN(C4)C2)C3)cc1
→ -1	11	-1	1	3	1.1	-10	13	2
CCOc1ccccc1OCC(=O)OC(C)C(=O)Nc1ncc(Cl)cc1Cl (configuration not stated)
→ .	8	.	9	1	.	3	.	3
Cc1cc(C)cc(N2C(=O)CC(n3nc(C)cc3C)C2=O)c1 (configuration not stated)
→ 1	10	-6	3	3	2.2	4	3	4
Cc1cc(C)c2c(n1)sc1c(N3CCCCC3)ncnc12
→ 0	2	0	7	2	-0.9	-2	-6	2
O=S(=O)(c1cccc(C(F)(F)F)c1)N1CCN(C(=S)NCc2ccco2)CC1
→ -2	8	-2	15	-5	1.5	14	5	7
O=C(NCc1cccnc1)C(=O)C1C(=O)Nc2ccccc21 (configuration not stated)
→ 0	2	-1	1	-2	1.7	2	-5	0
CC(Nc1nc2ccccc2n2cnnc12)c1ccccc1 (configuration not stated)
→ -3	2	-2	1	3	6.9	-4	2	8
CCOC(=O)c1cnc(SCc2ccccc2)nc1N
→ -3	2	-5	1	-10	-0.7	1	-14	8
CC(/C=N/NC(=O)c1cc(C2CC2)[nH]n1)=C\c1ccccc1
→ 1	5	-5	6	2	0.1	-1	0	1
O=C(CN1C(=O)C2C3C=CC(C3)C2C1=O)NCCc1ccccc1Cl (configuration not stated)
→ 1	2	1	-7	3	0.0	-4	-6	4
Cc1ccc(S(=O)(=O)N2CCOCC2)cc1C(=O)OCC(=O)Nc1ccc2[nH]c(=O)[nH]c2c1
→ 5	-2	-5	-7	-1	-1.1	8	-11	-5
COc1ccccc1N1CCN(/N=C/C=C\c2ccco2)CC1
→ -5	10	1	-2	-2	-0.9	-4	1	0
CCOCCCNS(=O)(=O)c1ccccc1
→ 1	-1	0	1	1	0.9	0	6	1
CCOC(=O)Nc1ccc2c(c1)N(C(=O)CCN1CCN(C)CC1)c1ccccc1S2
→ 1	9	2	-9	-3	1.0	-6	6	-4
OCCN1CCN(c2ncnc3c2c(-c2ccccc2)cn3-c2ccc(F)cc2)CC1
→ 1	4	3	-4	-5	1.6	3	7	6
CC1(C(=O)Nc2cccc(C(F)(F)F)c2)CO1 (configuration not stated)
→ -6	5	-2	2	0	-1.0	3	68*	-6
CSCCC(NC(=O)c1ccco1)C(=O)Nc1ccncc1 (configuration not stated)
→ 2	2	-3	2	3	2.3	-12	-4	3
Cc1cccc(Oc2nc(-c3ccncc3)nc3ccccc23)c1
→ -3	3	-1	-1	4	-0.7	-10	-7	6
CCSc1nnc(CNC(=O)C23CC4CC(CC(C4)C2)C3)n1C1CCCCC1
→ 0	-1	1	-7	8	0.1	1	-3	2
COc1ccccc1-c1noc(-c2ccccc2C(=O)NCc2ccco2)n1
→ -2	0	-2	-8	-1	-4.3	2	9	5

Two compounds picked at random from the list so far:
Value order: Fam108B inh	BCLXL inh	TPT1 inh	MCL1 BIM primary	PAD4 FP inh	MEX-5 binding	PME-1 primary	GSTO1 inh	GLD-1 TGE inh
CCOc1ccccc1OCC(=O)OC(C)C(=O)Nc1ncc(Cl)cc1Cl (configuration not stated)
→ .	8	.	9	1	.	3	.	3
O=S(=O)(c1ccccc1F)N1CCN(CC(O)c2ccccc2)CC1 (configuration not stated)
→ 8	5	-2	1	-2	-2.4	3	4	-10

The results go on.
Value order: Fam108B inh	BCLXL inh	TPT1 inh	MCL1 BIM primary	PAD4 FP inh	MEX-5 binding	PME-1 primary	GSTO1 inh	GLD-1 TGE inh
CCOc1ccc2c(c1)c1nnc(SCC(=O)N3CCCCC3C)nc1n2C (configuration not stated)
→ -3	4	2	1	-2	0.6	0	-2	-2
COc1cccc(C(C(=O)NC2CCCCC2)N(C(=O)c2ccccn2)c2cccnc2)c1 (configuration not stated)
→ 3	2	2	-3	0	-0.1	0	-5	-7
COc1ccccc1C(=O)N1CCC(C(=O)c2ccc(F)cc2)CC1
→ 4	5	-4	-5	3	0.9	12	-1	4
Cn1nnnc1SCCNCc1cc(Cl)ccc1OCc1ccccc1
→ 2	3	3	-7	-2	-2.2	2	5	3
CN1/C(=C\C(=O)COC(=O)Cn2nnc(-c3ccccc3)n2)C(C)(C)c2ccccc21
→ -28	18	-6	22	-50	7.4	-42	-12	15
Cc1cc(C)c2c(N)c(-c3nc4ccccc4[nH]3)sc2n1
→ 8	3	4	0	2	-3.9	29*	4	5
CCCC1=Nc2cc(C(=O)N3CCN(c4ccccn4)CC3)ccc2Sc2ccc(C)cc21
→ -2	1	-1	5	1	1.9	-12	-6	8
NC1=NC(=Nc2ccc(Cl)cc2)c2ccccc21
→ 3	1	1	1	-1	1.1	6	-1	-3
O=C(NCC1CCCO1)C12CN(Cc3ccccc3)CC1C(c1cccc([N+](=O)[O-])c1)=NO2 (configuration not stated)
→ 4	7	-3	3	-4	-0.3	-4	4	-2
CC(C)c1ccc(Nc2nc(CC(=O)O)cs2)cc1
→ -1	-5	3	-19	-5	3.2	-3	0	-1
N#Cc1nc(-c2ccc(F)cc2)oc1N1CCCC1
→ -1	0	-3	9	2	0.9	-7	2	8
CC(=O)c1ccc(NC(=O)/C(Cl)=C/c2ccccc2)cc1
→ -6	-4	-2	-2	-2	-0.4	5	3	-5
CCN(CC)CC(=O)c1c(N)n(Cc2ccccc2)c(=O)n(C)c1=O
→ 5	3	-3	-6	3	0.2	-6	1	5
Cc1ccc(F)cc1CNC(=O)C1CCC(=O)N(CCCN2CCCC2=O)C1 (configuration not stated)
→ 3	3	2	5	-3	0.1	4	7	9
CC1=C(C(=O)OCC2CCCO2)C(c2ccc(Cl)c(Cl)c2)NC(=O)N1 (configuration not stated)
→ 2	6	-4	-2	-1	0.1	0	-24	3
O=S(=O)(c1ccc(-c2nc3ccccc3s2)cc1)N1CCCC1
→ -3	1	-1	4	1	0.0	-2	0	6
Cc1ccc(C(=O)NCCNc2ncc(C(F)(F)F)cc2Cl)cc1[N+](=O)[O-]
→ 0	3	-3	8	3	-0.6	4	8	2

Screening data: PubChem, several laboratories
